Assay outcomes: PubChem BioAssay, National Center for Advancing Translational Sciences (NCATS)
TRHR agonist – activates the human TRH receptor; P34981; TRHR cells, calcium flux fluo-8, FDSS agonist mode; activation, % at 2 µM; actives 0.18% (n = 360,000); in the data active means activation above about 30%; further: 0% is about no effect
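Steps: seed TRHR cells overnight; add fluo-8 no-wash Ca dye, RT 30 min–1.5 h; record 10 s baseline; pin-transfer compounds; monitor fluorescence 1 cycle/s for the agonist window. Calcium increases flag candidate agonists.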
D2 antag – D2 dopamine receptor (human) antagonism. actives 2% (n = 340,000). P14416. inhibition, % at 10 µM. HEK293 TREx D2 cells, calcium flux, dopamine EC80; in the data active means inhibition above about 30%; further: 0% is about no effect
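In this primary screen, negative modulation is detected by tracking calcium flux after an EC80 dopamine challenge in inducible HEK293 T-REx D2 cells preexposed to test compound for 180 s.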
TrxR1 substrate – is turned over as a substrate by rat TrxR1 | AID 588456 | actives 0.01% (n = 390,000) | purified TrxR1 substrate turnover, NADPH consumption readout | Potency, µM (top dose mostly 114 µM), inactives show top-dose activity change, negative = substrate turnover; further: potency means the concentration at half of the fitted maximal effect; on the % scale 0 is the no-effect control and ±100 the full control effect; nearly all actives have a fitted effect of over 50% in size
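Rat TrxR1, dispensed at 90 nM, was prereduced with 400 uM NADPH (final) for 5 min at ~22 deg C, then incubated with compound 15 min before 400 uM selenite. A first-read NADPH fluorescence drop versus no-compound background flagged substrates.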
PI4K2A inh – inhibitors of human PI4K2A; Q9BTU6; purified PI4K2A, ADP-Glo luminescence, 1 h; hits give low values; activity change, negative = inhibition, % at 76.9 µM; actives 0.13% (n = 420,000); in the data active means activity change below about -50%; inconclusive means mostly about -30% to -49%;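 further: -100% = wells without enzyme as full effect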
Target sequence (Q9BTU6 whole entry, looked up): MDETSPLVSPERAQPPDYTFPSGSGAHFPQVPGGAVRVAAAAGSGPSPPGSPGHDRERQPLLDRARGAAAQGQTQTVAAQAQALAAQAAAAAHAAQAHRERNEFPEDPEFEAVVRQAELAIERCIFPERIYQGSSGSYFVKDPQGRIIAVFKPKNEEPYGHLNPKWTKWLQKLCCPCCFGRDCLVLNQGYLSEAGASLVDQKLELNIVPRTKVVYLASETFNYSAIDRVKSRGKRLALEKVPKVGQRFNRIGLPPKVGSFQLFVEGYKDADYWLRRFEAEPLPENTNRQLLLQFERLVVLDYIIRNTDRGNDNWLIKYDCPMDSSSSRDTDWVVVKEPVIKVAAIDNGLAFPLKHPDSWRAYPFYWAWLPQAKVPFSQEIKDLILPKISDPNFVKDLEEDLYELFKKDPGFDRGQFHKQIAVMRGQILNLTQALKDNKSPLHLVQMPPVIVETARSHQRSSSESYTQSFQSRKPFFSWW
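PI4K2A activity was measured by ADP-Glo luminescence: enzyme (4 ug/mL stock) and phosphatidylinositol (1.2 mM stock) in Tris pH 7.5/MgCl2/EGTA/Triton X-100 buffer were reacted with ATP (300 microM stock) for one hour at ambient temperature.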
TrxR1 inh – blocks rat thioredoxin reductase 1; O89049; recombinant rTrxR1, NADPH fluorescence consumption, selenite substrate; Potency, µM (series often up to 114 µM), for inactives: top-dose activity change, negative = inhibition, most hits filed as inhibitors; actives 1% (n = 390,000); AID 588453; further: potency means the concentration at half of the fitted maximal effect; on the % scale 0 is the no-effect control and ±100 the full control effect; nearly all actives have a fitted effect of over 65% in size
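Rat TrxR1 (90 nM in the dispensed reagent) was pre-reduced with 400 uM NADPH for 5 min at room temperature, then incubated with compound for 15 min. After 400 uM selenite was added, NADPH fluorescence (Ex 340/Em 450 nm) was followed for 8 min.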
D2 ag – agonists of human D2 dopamine receptor; P14416; HEK293 T-REx D2 cells, calcium flux agonist mode; activation, % at 2 µM; actives 0.53% (n = 340,000); AID 485358;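 active means activation over 3 SD above normal in the single-dose calcium agonist read, cut at about 30% in these data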; further: 0% is about no effect
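Calcium-flux readout, 1 cycle/sec over 180 s following compound pin transfer, in inducible HEK293 Trex D2 cells (force-coupled); dopamine controls included. Positive calcium responses during this window marked compounds as potential agonists.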
TRHR enhancer – allosteric enhancers of human TRH receptor. AID 493056. actives 0.66% (n = 360,000). P34981. enhancement, % at 2 µM. TRHR cells, fluo-8 calcium fluorescence, EC20 TRH enhancement; in the data active means enhancement above about 30%; further: 0% is about no effect
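TRHR-expressing cells loaded with fluo-8 calcium dye were read kinetically (ex 480/em 530) during compound addition, then stimulated with an EC20 of TRH (10 nM final). Enhancement of the Gq-mediated intracellular calcium response was scored.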
mIDH1 inhibitor – human IDH1 R132H inhibition | IDH1-R132H enzyme, NADPH consumption, diaphorase/resazurin fluorescence | Potency, µM (series often up to 76.6 µM), for the others: top-dose activity change, negative = inhibition, most hits filed as inhibitors | actives 0.093% (n = 390,000) | AID 602179; further: potency means the concentration at half of the fitted maximal effect; on the % scale 0 is the no-effect control and ±100 the full control effect; nearly all actives have a fitted effect of over 65% in size
Target sequence (O75874 whole entry R132H, stated change not applied): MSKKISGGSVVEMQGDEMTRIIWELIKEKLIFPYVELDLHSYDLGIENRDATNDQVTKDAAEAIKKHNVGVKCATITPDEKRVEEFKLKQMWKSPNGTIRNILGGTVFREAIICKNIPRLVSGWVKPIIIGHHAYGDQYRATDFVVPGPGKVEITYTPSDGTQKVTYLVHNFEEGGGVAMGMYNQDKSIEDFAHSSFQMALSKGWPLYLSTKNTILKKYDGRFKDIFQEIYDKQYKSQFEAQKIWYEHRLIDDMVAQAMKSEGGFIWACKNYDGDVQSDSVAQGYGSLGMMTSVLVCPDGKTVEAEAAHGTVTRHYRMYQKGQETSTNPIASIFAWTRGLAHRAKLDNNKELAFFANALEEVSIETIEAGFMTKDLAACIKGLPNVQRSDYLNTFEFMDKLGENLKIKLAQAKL
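IDH1-R132H (0.5 ug/mL) preincubated 30 min with compound, then NADPH (0.016 mM) and alpha-KG (2 mM) added; 80 min at RT, pH 7.5. Remaining NADPH coupled via diaphorase/resazurin to fluorescence (540/590 nm); concentration-response curves normalized to no-enzyme control.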
USP1-UAF1 inh – blocks the human USP1/UAF1 deubiquitinase complex | AID 743255 | Potency, µM (series often up to 57.1 µM), for the others: top-dose activity change, negative = inhibition, actives largely listed as inhibitors | recombinant USP1/UAF1, Ub-Rhodamine cleavage fluorescence | O94782 | actives 0.23% (n = 390,000); further: potency means the concentration at half of the fitted maximal effect; on the % scale 0 is the no-effect control and ±100 the full control effect; nearly all actives have a fitted effect of over 60% in size; inactives centre near -12
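1 nM enzyme complex + cpd, 15 min RT; start with Ub-Rho 150nM final; kinetic fluorescence ex 480/em 540, 6 reads q60 s. Buffer 50mM HEPES pH 7.8, 0.5mM EDTA, 0.1 mg/ml BSA, 1mM TCEP, 0.01% Tween-20.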
* hit, by the source's call; ? = inconclusive; . = no result given; & = joins results of further samples; [ ] = remark or other dose. Unless noted, the call rests on the fitted dose curve; in most records, active means well fitted inhibition curve with a large enough effect; inconclusive means small, poorly fitted or top-dose-only effect; inactive means no such curve, though single readings can be large or run the other way.

Molecule	TRHR agonist	D2 antag	TrxR1 substrate	PI4K2A inh	TrxR1 inh	D2 ag	TRHR enhancer	mIDH1 inhibitor	USP1-UAF1 inh
N#Cc1ccccc1S(=O)(=O)N1CCN(C(=O)CCc2ccccc2)CC1	-0.6	1	2%	2	15%	0.0	4	23%	-5%
CCOC(=O)C1CCN(c2nc(-c3ccc(Br)cc3)nc3ccccc23)CC1	1.5&0.4	12	-1%&-5%[57.1 µM]	-2&0	19%&6%[57.1 µM]	0.2	-5&-5	4%&-11%	-4%&-9%
NC(=O)c1nn2c(C(F)(F)F)cc(-c3ccccc3)nc2c1Br	-0.7	-16	-2%	-2	12%	-4.3	0	0%	-11%
O/N=C1/CCSc2ccccc21	0.2	3	2%	6	4%	1.5	0	4%	-28%
COc1ccc([C@H]2CC(=O)C=C(c3ccc(-c4ccccc4)c(F)c3)C2)cc1	0.2	0	-5%[57.1 µM]	1	14%[57.1 µM]	0.1	10	4%	-30%
CCc1ccc(NC(=O)c2ccc3c(c2)C(=O)N(CCOC)C3Nc2ccc(CC)cc2)cc1 (stereo not given)	-0.1	-10	2%[57.1 µM]	-2	16%[57.1 µM]	-0.1	22	1%	-21%
COc1ccc2[nH]cc(CCNC(=O)c3ccco3)c2c1	-0.2	.	3%	0	18%	.	-1	-6%	-13%
CCOC(=O)c1cccc(NS(=O)(=O)c2cc(-c3cnc(C)o3)ccc2OC)c1	-1.1	.	-6%[57.1 µM]	-9	-4%[57.1 µM]	-0.4	4	-3%	-11%
CCOC(=O)c1ccc2c(c1)N(Cc1ccc(F)cc1Cl)C(=O)c1ccccc1S2(=O)=O	-0.9	.	-2%[57.1 µM]	-7	17%[57.1 µM]	.	3	-1%	-17%
CCCSCCCNC(=O)CN1C(=O)COc2ccc(S(=O)(=O)N3CCC(C)CC3)cc21	-2.0	.	3%	0	0%	-0.8	-5	-1%	-15%
CN(C)c1ccc(/C=N\NC(=O)c2csnn2)cc1	.	.	1%[57.1 µM]	16	-1%[57.1 µM]	.	.	3%	-8%
O=C(C(Cc1ccccc1)N1C(=O)C2C3CCC(C3)C2C1=O)N1CCCCC1 (stereo not given)	-0.1	-6	10%	-12	17%	-0.2	3	17%	-16%
COc1cccc(NC(=O)Nc2nnc(-c3ccccc3SCc3ccccc3)s2)c1	0.3	-11	6%[57.1 µM]	-5	14%[57.1 µM]	-0.6	0	14%	-2%
COc1ccccc1NS(=O)(=O)c1cc(C(=O)NCC2CCCO2)ccc1C (stereo not given)	-0.1	8	-8%	-6	-11%	-0.9	-4	7%	-11%
COC1=C(N)C(=O)c2nc(-c3nc(C(=O)O)c(C)c(-c4ccc(OC)c(OC)c4O)c3N)ccc2C1=O	0.3	-8	-17%	?	-4%	0.9	-2	7%	11µM*
CCOc1cc(C(=O)Nc2ccc(S(=O)(=O)Nc3cc(OC)nc(OC)n3)cc2)cc(OCC)c1OCC	0.1	.	-3%	4	5%	-1.3	-5	-9%	-24%
Fc1ccccc1-c1csc(-c2cccnc2)n1	0.3	11	3%	3	-2%	-0.2	1	0%	-5%
Cc1nc([N+](=O)[O-])c(Br)n1CC(=O)c1cccc([N+](=O)[O-])c1	0.0	-9	-3%[57.1 µM]	5	7.1µM*	0.0	-3	1%	-18%
COc1ccc(C(=O)C(C)OC(=O)CCN2C(=O)C3CC=CCC3C2=O)cc1 (stereo not given)	-0.4	9	0%	-5	21%	-0.3	16	3%	-10%
Cc1cc(-c2nnc(SCC(=O)Nc3ccccn3)o2)no1	0.1	10	5%[57.1 µM]	5	1%[57.1 µM]	0.2	22	0%	-7%
COc1ccc(CN2COc3ccc4c(-c5ccccc5)cc(=O)oc4c3C2)cc1OC	1.1	.	11%	-9	-4%	-0.9	-7	5%	?
O=C(NNc1ccc([N+](=O)[O-])cc1)c1ccco1	0.3	13	-5%	1	-4%	0.9	-6	6%	-18%
Cc1ccc(C(c2nnnn2CCC(C)C)N2CCN(C)CC2)cc1 (stereo not given)	1.7	0	-2%	-1	-4%[57.1 µM]	0.9	1	-2%	-21%
CCCNC(=O)c1nc(C)n(-c2cc(Cl)ccc2Cl)n1	-0.3	-5	7%	-6	18%[11.4 µM]	-0.3	64*	5%	?
CCc1ccc(OC)c(S(=O)(=O)N2CCN(C(=O)c3ccco3)CC2)c1	0.1	1	-6%[11.4 µM]	5	-10%	0.2	6	10%	-7%
COc1cc2cc(C(c3nnnn3C(C)(C)C)N3CCc4ccccc43)c(=O)[nH]c2cc1OC (stereo not given)	0.4	5	-1%	0	8%	1.5	-3	0%	1%
Cc1cc(C(=O)NNC(=O)/C=C/c2ccccc2Cl)c(C)o1	-0.5	-8	8%	-13	20%	-0.7	1	0%	-20%
O=C(O)CC1S/C(=N/N=C/C=C/c2ccccc2[N+](=O)[O-])NC1=O (stereo not given)	-0.9	-1	?	-3	-27%	-0.7	6	2%	-11%
COc1cccc(/C=N/NC(=O)CC(=O)NCCc2ccc(OC)c(OC)c2)c1	-0.2	-6	12%[57.1 µM]	3	-48%[57.1 µM]	0.2	-1	7%	-9%
CCCSc1ncc(Cl)c(C(=O)Nc2sc3c(c2C(=O)NCCOC)CCCC3)n1	-1.2	.	-7%	6	-4%	-1.3	4	.	-21%
O=C(c1cccc([N+](=O)[O-])c1)N1c2ncnn2C2(CCCCC2)[C@@H]2CCCC[C@@H]21	-1.0	.	-4%	2	10%	.	7	4%	2%
CC(C)NS(=O)(=O)c1ccc(NC(=O)c2cccnc2)cc1	0.3	-1	-1%	2	9%	0.1	4	-4%	-8%
COc1ccc(Cl)cc1C(=O)Nc1ccc(OCC(=O)N2CCOCC2)cc1	0.1	23	-6%	-1	-2%	0.4	-9	-1%	-2%
COc1ccc(/C=C/C(=O)N2CCN(c3ccccn3)CC2)c2ccccc12	-0.8	-3	5%	3	8%[57.1 µM]	0.5	-6	5%	?
COc1ccc(C2=NS(=O)(=O)N(C)C(C(=O)N(C)Cc3ccccc3)=C2)cc1	0.5	.	-2%[57.1 µM]	0	36%	.	-5	1%	-4%
CC(=O)c1c(C)[nH]c(C)c1C(C)=O	-0.3	10	10%[57.1 µM]	-3	24%	1.1	2	2%	-2%
CCCCC(=O)O	.	.	6%	0	-10%[57.1 µM]	.	.	-4%	-14%
Cc1ccc(N(Cc2ccc(C(=O)NN=C3CCN(C)CC3)cc2)S(C)(=O)=O)cc1C	-0.1	2	-5%	1	0%	1.3	0	4%	-7%
CCOC(=O)N1CCC(NC(=O)CSCc2nc(-c3ccc(OCC)cc3)oc2C)CC1	1.1	0	8%	2	8%	0.2	-2	-7%	-9%
CCOc1ccc(-c2nc[nH]c2[N+](=O)[O-])cc1	-2.3	1	-5%	-10	6%	0.6	0	-8%	-16%
CC(C)(C)C(=O)Nc1ccc(S(=O)(=O)NC2=NCCCCC2)cc1	0.7	-14	0%	4	10%	0.0	22	0%	-8%
O=S(=O)(c1cccc(-c2n[nH]c(=S)n2C2CCCC2)c1)N1CCOCC1	-0.3	9	12%[57.1 µM]	-4	-23%[57.1 µM]	0.0	-1	0%	-3%
Cc1ccc2c(c1)N(CCC(=O)NCCN1CCOCC1)C(=O)CO2	0.9	-3	1%	3	-9%	0.1	0	-3%	-9%
O=C(CCN1C(=O)S/C(=C/c2ccc(Cl)cc2)C1=O)N1CCOCC1	0.3	-12	-6%	-8	5%	1.1	-5	0%	-3%
COc1ccc(S(=O)(=O)N2CCN(Cc3ccc4c(c3)OCO4)CC2)cc1C	-0.4	.	8%[57.1 µM]	1	33%[57.1 µM]	-0.4	1	19%	?
CCCCN(C)CCCNC(=O)c1ccc(N2CCCC2=O)cc1	0.3	.	3%	-8	-9%	.	-1	3%	-14%
Cc1ccccc1C(=O)NCCN1CCOCC1	1.0	4	-2%	-2	7%	0.9	-3	-7%	-19%
C/C(N)=C(/C#N)C(=O)COC(=O)CCSc1ccccc1	-2.1	20	3%[57.1 µM]	8&4	1%[11.4 µM]	-0.6	3	5%&4%	-12%&-7%
CCN=C1S/C(=C\c2ccc(-c3cccc(C(=O)O)c3)o2)C(=O)N1CC	0.2	2	8%	-5	5%	3.3	2	6%	-13%
CCCCN1CC[C@H]2C=CC[C@@H](C(=O)Nc3ccc(Cl)cc3Cl)[C@H]2C1=O	.	.	-7%[57.1 µM]	-2	11%&8%	.	.	15%	-21%
O=C(c1csc(Nc2cccc3ccccc23)n1)N1CCCC1	-0.7	.	6%	1	-5%	.	1	-12%	-12%
COc1ccc(N2CCN(C(=O)CSc3ccc([N+](=O)[O-])cc3)CC2)cc1	-1.2	-21	-8%[57.1 µM]	5	-10%[57.1 µM]	-2.4	-4	-13%	-7%
CCOc1ccc(-n2c(SCC(=O)NCc3ccco3)nc3c(c2=O)SCC3)cc1	-0.7	-16	1%	0	-19%	0.1	-3	-1%	-13%
CSc1nc2oc3c(c2c2nncn12)CC(C)(C)SC3	-1.0	-1	17%[57.1 µM]	1	-5%[57.1 µM]	0.3	0	9%	-17%
CCCn1c2ccccc2c2cnn(CC(=O)Nc3ccc(C)cc3Br)c(=O)c21	0.7	.	-1%	-3	14%	0.2	-11	1%	-13%
O=C(O)c1ccc(-n2cccc2/C=N\NC(=O)c2cc3cc(Br)ccc3o2)cc1	-0.2	-14	-5%	-10	-4%	-0.8	0	6%	-17%
O=c1c2ccccc2nc2c3ccccc3ncn12	0.2	.	32%[activator][57.1 µM]	1	18%[57.1 µM]	.	-1	5%	7%
